Sm TGR block: blocks Schistosoma mansoni thioredoxin glutathione reductase | actives 3% (n = 360,000) | purified TGR, DTNB reduction, TNB absorbance 405 nm | Q962Y6 | AID 485364 | Potency, µM (doses to about 114 µM), for the others: at the highest dose activity change, negative = inhibition, most hits filed as inhibitors; note: potency is the fitted concentration of half-maximal effect; nearly all actives have a fitted effect of over 60% in size
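TGR 20 nM + NADPH 100 uM (dispensed conc.), cpd preinc 15 min RT; start with NADPH (500 uM addition) then DTNB (15 mM addition). Kinetic TNB absorbance, 405 nm filter. Four-parameter Hill fit across titration.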
AmpC detergent: AmpC beta-lactamase inhibition with detergent present | P00811 | AmpC hydrolysis of nitrocefin, absorbance 480 nm, 0.01% Triton | Potency, µM (doses to about 114 µM), for the others: at the highest dose activity change, negative = inhibition, most hits filed as inhibitors | actives 0.041% (n = 370,000) | AID 485294;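 note: potency is the fitted concentration of half-maximal effect; 0% = no-compound wells and -100% = no-enzyme wells; nearly all actives have a fitted effect of over 25% in size; some results filed as inactive show a strong effect at the top dose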
Target sequence (P00811 whole entry, looked up): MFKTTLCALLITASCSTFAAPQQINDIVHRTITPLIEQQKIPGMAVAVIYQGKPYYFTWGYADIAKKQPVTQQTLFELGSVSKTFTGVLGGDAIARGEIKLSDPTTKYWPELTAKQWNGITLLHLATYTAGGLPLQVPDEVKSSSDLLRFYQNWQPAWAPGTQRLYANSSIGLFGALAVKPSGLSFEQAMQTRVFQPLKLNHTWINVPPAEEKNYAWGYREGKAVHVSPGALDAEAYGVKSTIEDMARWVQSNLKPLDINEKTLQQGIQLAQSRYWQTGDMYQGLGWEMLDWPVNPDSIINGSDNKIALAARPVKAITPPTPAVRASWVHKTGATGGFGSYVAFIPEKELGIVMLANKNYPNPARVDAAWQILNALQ
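AmpC (5.3 nM in the dispensed reagent) in 20 mM phosphate pH 7.0 with 0.01% (detergent screen) or 0.0001% Triton X-100 was preincubated with compounds for 15 min at room temperature. Nitrocefin was then added from an 800 uM solution, and hydrolysis was followed at 480 nm.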
AMA1 RON2 block: inhibitors of Plasmodium falciparum AMA1-RON2 interaction; Potency, µM (titrated, usually from 58.2 µM), inactives show at the top dose activity change, negative = inhibition, hits mostly inhibitors; AID 720542; actives 0.2% (n = 360,000); AlphaScreen AMA1-biotinylated RON2 peptide binding;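 note: potency is the fitted concentration of half-maximal effect; 0% = vehicle wells and -100% = peptide control; nearly all actives have a fitted effect of over 45% in size; some results filed as inactive show a strong effect at the top dose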
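AMA1 (3D7) with his tag at 25 nM final met compounds first, then biotinylated RON2 peptide at 25 nM; detection used donor plus acceptor beads, 10 µg/mL apiece, read by AlphaScreen after 30 min at room temperature.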
HCMV inh: inhibitors of human cytomegalovirus; activity change, negative = inhibition, % at 57.5 µM; actives 4.5% (n = 410,000); HFF cells, HCMV-luciferase reporter, 72 h; hits give low values; in the data active = activity change below about -60%; inconclusive = no clear call, values can overlap the other calls; inactive = above about -39%
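Inhibition of viral replication was scored as loss of reporter luminescence in HFFs infected with HCMV-luciferase (MOI 1 PFU/cell) for 72 h; compounds tested at 2 doses, normalized to buffer and Salinomycin controls.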
AmpC no deterg: blocks E. coli AmpC beta-lactamase in detergent-free assay; Potency, µM (titrated, usually from 57.1 µM), inactives show at the top dose activity change, negative = inhibition, hits mostly inhibitors; actives 0.52% (n = 330,000); P00811; AmpC nitrocefin hydrolysis, absorbance 480 nm, 0.0001% Triton;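 note: potency is the fitted concentration of half-maximal effect; plate controls were no compound for no effect and no enzyme for full effect; nearly all actives have a fitted effect of over 20% in size; some results filed as inactive show a strong effect at the top dose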
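20 mM phosphate pH 7.0 + 0.01% (detergent screen) or 0.0001% Triton X-100; 5.3 nM AmpC reagent; cpd preinc 15 min RT; nitrocefin (800 uM stock) to start; A480 q20 s × 4 min; Activity was normalised to no-enzyme and no-compound control wells.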
FBPA Giardia inh: Giardia lamblia aldolase inhibition; A8B2U2; purified Giardia FBPA; Potency, µM (highest dose often 59.6 µM), for the others: at the top dose activity, negative = inhibition, usual class: inhibitors; actives 0.71% (n = 290,000); note: potency is the fitted concentration of half-maximal effect; nearly all actives have a fitted effect of over 55% in size
Target sequence (A8B2U2 whole entry, looked up): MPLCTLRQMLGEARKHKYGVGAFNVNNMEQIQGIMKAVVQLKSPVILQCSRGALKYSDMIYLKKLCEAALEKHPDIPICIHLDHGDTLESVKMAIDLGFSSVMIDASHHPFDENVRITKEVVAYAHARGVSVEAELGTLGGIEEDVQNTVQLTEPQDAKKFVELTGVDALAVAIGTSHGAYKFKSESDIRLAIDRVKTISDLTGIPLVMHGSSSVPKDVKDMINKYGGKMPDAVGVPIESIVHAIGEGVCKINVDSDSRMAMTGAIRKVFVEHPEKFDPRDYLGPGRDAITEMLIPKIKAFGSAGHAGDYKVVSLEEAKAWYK
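40 nM FBPA preincubated 10 min at RT with compound (up to 57.5 uM final), then substrate plus GAPDH/TPI/NAD/arsenate coupling and diaphorase/resazurin added. Fluorescence read after 20 min at RT, 525/598 nm.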
* = called active by the depositor; & = joins results of further samples; [ ] = dose if it differs, or a comment. Unless noted, calls come from the whole dose curve; as a rule, active = well fitted curve in the direction sought with a large enough effect; inconclusive = small, poorly fitted or top-dose-only effect, or another doubt; inactive = no such curve, though single readings can be large; an effect the other way counts as inactive or inconclusive. Unless noted, % is set by controls: 0 for no effect and ±100 for the full control effect. Rows were taken by chance (roughly 7.8% active in at least one column).

How did CCOc1ccc(CNc2ccc(N3CCN(Cc4ccccc4)CC3)cc2)cc1 do in these assays?
Sm TGR block: -23%; AmpC detergent: -8%; AMA1 RON2 block: -12%; HCMV inh: 32; AmpC no deterg: -1%; FBPA Giardia inh: -18%

Results for Cc1cccc(OCC(=O)Nc2ccc3c(c2)nc(CCNC(=O)c2ccco2)n3C)c1 ?
Sm TGR block: inconclusive; AmpC detergent: 2%; HCMV inh: -16

Results for O=C(NNC(=S)NC(=O)c1cccnc1)c1ccccc1 ?
Sm TGR block: 2%; AmpC detergent: inconclusive; AMA1 RON2 block: 18%; HCMV inh: 33; AmpC no deterg: -28%; FBPA Giardia inh: -19%

What do the screens show for `COCCN1CC(C(=O)NCc2ccccc2-n2ccnc2C)CCC1=O` (stereo unspecified)?
Sm TGR block: 3%; AmpC detergent: 1%; AMA1 RON2 block: -27%; HCMV inh: 23; AmpC no deterg: -19%

Results for CC(C)(C)Nc1nc(SCC(=O)Nc2ccccc2)nc(N2CCOCC2)n1 ?
Sm TGR block: -3%; AmpC detergent: 7%; AMA1 RON2 block: -22%; HCMV inh: 10; AmpC no deterg: 28%; FBPA Giardia inh: -10%

Results for NC(=O)c1ccc(-c2noc(-c3cccc(Cl)c3)n2)cc1 ?
Sm TGR block: -12%; AmpC detergent: -2%; HCMV inh: 48; AmpC no deterg: -4%

What do the screens show for `Cn1c(=S)n(CCC(=O)O)c2ccccc21`?
Sm TGR block: 16%; AmpC detergent: -1%; AMA1 RON2 block: 10%; HCMV inh: 3; AmpC no deterg: -33%; FBPA Giardia inh: -7%

What do the screens show for `CCn1c(NCc2ccc3c(c2)OCO3)nc2ccccc21`?
Sm TGR block: 11%; AmpC detergent: -13%; AMA1 RON2 block: -21%; HCMV inh: 91; AmpC no deterg: -33%

What do the screens show for `CCc1cc(-c2n[nH]c(=S)n2Cc2ccccc2)cs1`?
Sm TGR block: 4%; AmpC detergent: -11%; AMA1 RON2 block: 61%[activator]; HCMV inh: 11; AmpC no deterg: -17%; FBPA Giardia inh: 9%

Results for CCNc1nc2[nH]c(=O)c3c(c2s1)OC(N)=C(C#N)C3c1cccs1 (stereo unspecified) ?
Sm TGR block: -26%; AmpC detergent: -6%; AMA1 RON2 block: 12%; HCMV inh: 21; AmpC no deterg: -42%; FBPA Giardia inh: -12%

How did CC(OC(=O)C1CC(=O)N(Cc2ccccc2)C1)C(=O)Nc1ccccc1[N+](=O)[O-] (stereo unspecified) do in these assays?
Sm TGR block: -2%; AmpC detergent: -14%; AMA1 RON2 block: 0%; HCMV inh: -6; AmpC no deterg: 27%

Results for CCOC(=O)N1CCN(C(=O)c2ccc(Oc3ccc([N+](=O)[O-])cc3)cc2)CC1 ?
Sm TGR block: 9%; AmpC detergent: -10%; AMA1 RON2 block: -3%; HCMV inh: -83*; AmpC no deterg: 91%[activator]; FBPA Giardia inh: -7%

The last 3 records of the part before come first, to join the parts:
Results for CCNc1nc2[nH]c(=O)c3c(c2s1)OC(N)=C(C#N)C3c1cccs1 (stereo unspecified) ?
Sm TGR block: -26%; AmpC detergent: -6%; AMA1 RON2 block: 12%; HCMV inh: 21; AmpC no deterg: -42%; FBPA Giardia inh: -12%

How did CC(OC(=O)C1CC(=O)N(Cc2ccccc2)C1)C(=O)Nc1ccccc1[N+](=O)[O-] (stereo unspecified) do in these assays?
Sm TGR block: -2%; AmpC detergent: -14%; AMA1 RON2 block: 0%; HCMV inh: -6; AmpC no deterg: 27%

Results for CCOC(=O)N1CCN(C(=O)c2ccc(Oc3ccc([N+](=O)[O-])cc3)cc2)CC1 ?
Sm TGR block: 9%; AmpC detergent: -10%; AMA1 RON2 block: -3%; HCMV inh: -83*; AmpC no deterg: 91%[activator]; FBPA Giardia inh: -7%

What do the screens show for `CCOC(=O)c1ccc(NC(=O)CN2C(=O)NC3(CCC(C)CC3)C2=O)cc1` (stereo unspecified)?
Sm TGR block: -9%; AmpC detergent: -13%; AMA1 RON2 block: 5%; HCMV inh: -22; AmpC no deterg: -24%; FBPA Giardia inh: 0%

Results for O=C(CNC1C(=O)Nc2ccccc21)Sc1ccccc1 (stereo unspecified) ?
Sm TGR block: -14%; AmpC detergent: -8%; AMA1 RON2 block: -13%; HCMV inh: -20; AmpC no deterg: -3%; FBPA Giardia inh: -1%

Results for Cc1ccc(NC(=O)COc2ccc(-c3nn(C)c(=O)c4ccccc34)cc2)c(C)c1 ?
Sm TGR block: -1%; AmpC detergent: 22%; HCMV inh: -40

Results for CC(CC(=O)Nc1cc(S(=O)(=O)N2CCOCC2)ccc1OCC(F)(F)F)c1ccccc1 (stereo unspecified) ?
Sm TGR block: -16%; AmpC detergent: -2%; AMA1 RON2 block: -6%; HCMV inh: 4; AmpC no deterg: 67%[activator]

How did CN(C)N1C(N)=C(C#N)C(c2ccc3c(c2)OCO3)C2=C1CCCC2=O (stereo unspecified) do in these assays?
Sm TGR block: -6%; AmpC detergent: 0%; AMA1 RON2 block: 2%; HCMV inh: 19; AmpC no deterg: -6%; FBPA Giardia inh: inconclusive

How did O=C(Cc1ccccc1)NNC(=O)c1ccccc1C(=O)O do in these assays?
Sm TGR block: 3%; AmpC detergent: -1%; AMA1 RON2 block: 22%; HCMV inh: 0; AmpC no deterg: -28%; FBPA Giardia inh: 0%

How did CCc1ncc(C(O)c2cccc(OC)c2OC)n1C (stereo unspecified) do in these assays?
Sm TGR block: 10%; AmpC detergent: 1%; AMA1 RON2 block: 2%; HCMV inh: -11; AmpC no deterg: -14%; FBPA Giardia inh: 2%

What do the screens show for `O=C(O)C(CCCCN1C(=O)C2C3C=CC(C3)C2C1=O)N1C(=O)C2C3C=CC(C3)C2C1=O` (stereo unspecified)?
Sm TGR block: 5%; AmpC detergent: -3%; AMA1 RON2 block: -6%; HCMV inh: -20; AmpC no deterg: -38%; FBPA Giardia inh: 14%

What do the screens show for `O=C(C1CC=CCC1)N1CCN(C(=O)C2CC=CCC2)CC1` (stereo unspecified)?
Sm TGR block: 3%; AmpC detergent: -7%; AMA1 RON2 block: -3%; HCMV inh: -5; AmpC no deterg: -9%; FBPA Giardia inh: 1%

What do the screens show for `COC(=O)C1(CCSC)NC(c2ccc(O)cc2)C2C(=O)N(c3ccc(F)cc3)C(=O)C21` (stereo unspecified)?
Sm TGR block: 0%; AmpC detergent: -9%; AMA1 RON2 block: -2%; HCMV inh: 83; AmpC no deterg: -5%; FBPA Giardia inh: -8%

How did Cc1ccc(CSc2nnc(-c3cccc(S(=O)(=O)N4CCOCC4)c3)n2C2CCCC2)cc1 do in these assays?
Sm TGR block: -7%; AmpC detergent: -15%; AMA1 RON2 block: 5%; HCMV inh: inconclusive; AmpC no deterg: 212%[activator]; FBPA Giardia inh: 1%

What do the screens show for `Cc1ccc(-c2csc(=Nc3cccnc3)n2CCCN2CCCC2=O)cc1C`?
Sm TGR block: -23%; AmpC detergent: -3%; AMA1 RON2 block: -1%[2.32 µM]; HCMV inh: inconclusive; AmpC no deterg: 263%[activator]; FBPA Giardia inh: 0%

How did COc1ccc(C(=O)Nc2nc(N)n(-c3ccccc3)n2)cc1OC do in these assays?
Sm TGR block: 3%; AmpC detergent: -17%; AMA1 RON2 block: 6%; HCMV inh: -24; AmpC no deterg: -10%; FBPA Giardia inh: -7%

Results for COc1ccc(NC(=O)c2c(F)cccc2F)cc1S(=O)(=O)Nc1ccc(Br)cc1 ?
Sm TGR block: 1%; AmpC detergent: inconclusive; AMA1 RON2 block: -4%; HCMV inh: 17; AmpC no deterg: -9%; FBPA Giardia inh: -4%

What do the screens show for `Cc1cccc(CN2C(=O)c3ccccc3Sc3ccc(C(=O)NCCN4CCOCC4)cc32)c1`?
Sm TGR block: 3%; AmpC detergent: -3%; AMA1 RON2 block: -12%; HCMV inh: -2; AmpC no deterg: 240%[activator]; FBPA Giardia inh: 0%

What do the screens show for `O=C(Cn1cnc(S(=O)(=O)N2CCCC2)c1)Nc1ccc(OC(F)(F)F)cc1`?
Sm TGR block: -8%&5%; AmpC detergent: -1%&15%; AMA1 RON2 block: 0%; HCMV inh: -13&9; AmpC no deterg: 24%

How did COc1ccc(NC(=O)c2sc3nc4c(cc3c2N)N2CCC4CC2)cc1OC do in these assays?
Sm TGR block: 5%; AmpC detergent: 8%; HCMV inh: -4

How did N#Cc1c(/N=C/C=C/c2ccccc2)sc2c1CCCC2 do in these assays?
Sm TGR block: -25%; AmpC detergent: -3%; AMA1 RON2 block: 0%; HCMV inh: -23; AmpC no deterg: -8%; FBPA Giardia inh: -21%

What do the screens show for `CC(C)CC(CC(C)C)=NNC(=O)c1ccc2c(c1)OCO2`?
Sm TGR block: 13%; AmpC detergent: -5%; AMA1 RON2 block: 79%[activator]; HCMV inh: 78; AmpC no deterg: -30%; FBPA Giardia inh: -6%

What do the screens show for `CN1C[C@@H]2C[C@@H](c3cccn3-c3nccs3)N3CCC[C@@]23C1=O`?
Sm TGR block: 5%; AmpC detergent: 2%; AMA1 RON2 block: -7%; HCMV inh: inconclusive; AmpC no deterg: -18%; FBPA Giardia inh: -2%

Results for CCN1CCN(C(c2ccccc2Cl)c2c(O)cc(C)n(Cc3ccco3)c2=O)CC1 (stereo unspecified) ?
Sm TGR block: 4µM*; AmpC detergent: -1%; HCMV inh: 0

Results for CCc1ccccc1N(C)C(=O)Cc1c(C(=O)O)c(C)cn1C ?
Sm TGR block: 5%; AmpC detergent: 5%; HCMV inh: -1

How did COc1ccc(/C=C(\C#N)C(=O)NC(C)c2ccccc2)cc1O (stereo unspecified) do in these assays?
Sm TGR block: -8%; AmpC detergent: -10%; AMA1 RON2 block: 16%; HCMV inh: inconclusive; AmpC no deterg: -19%; FBPA Giardia inh: 11%

How did Cc1c(NC2=C(Cl)C(=O)N(c3ccccc3)C2=O)c(=O)n(-c2ccccc2)n1C do in these assays?
Sm TGR block: inconclusive; AmpC detergent: 0%; AMA1 RON2 block: -20%; HCMV inh: 23; AmpC no deterg: -31%; FBPA Giardia inh: inconclusive

How did CCOc1cc2c(cc1OCC)-n1cccc1C(c1cccc(F)c1F)NC2 (stereo unspecified) do in these assays?
Sm TGR block: 13%; AmpC detergent: -7%; AMA1 RON2 block: inconclusive; HCMV inh: 254; AmpC no deterg: 109%[activator]; FBPA Giardia inh: -15%

What do the screens show for `Cc1cccc(C)c1NC(=S)N=Nc1c(O)n(C)c2ccc(S(=O)(=O)N3CCOCC3)cc12`?
Sm TGR block: 7%; AmpC detergent: -12%; AMA1 RON2 block: 51%[activator]; HCMV inh: -29; AmpC no deterg: -22%; FBPA Giardia inh: -18%

Results for Cc1nn(C)c(Cl)c1CN1CCC(CO)(CC2CCCCO2)CC1 (stereo unspecified) ?
Sm TGR block: 4%[57.1 µM]; AmpC detergent: 0%; AMA1 RON2 block: -18%; HCMV inh: 4; AmpC no deterg: -7%; FBPA Giardia inh: 2%

How did O=C(O)CC1(CC(=O)NCc2ccc(C(F)(F)F)cc2)CCCCC1 do in these assays?
Sm TGR block: 21%; AmpC detergent: 1%; AMA1 RON2 block: -2%; HCMV inh: -13; AmpC no deterg: -9%; FBPA Giardia inh: 5%
